Jurkat NFkB inh = lowers PMA/ionomycin-induced NF-kB signal in Jurkat cells; PMA/ionomycin-induced NF-kB luciferase reporter, luminescence; 0.53% of 330,000 active; inhibition, % at 4 µM; in the data active means inhibition above about 50%
Gli-Sufu block = Gli-Sufu pathway antagonism; inhibition, % at 5 µM; Sufu-KO-LIGHT fibroblasts, Gli luciferase reporter luminescence; 0.74% of 340,000 active;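 active means inhibition above about 55%, limit read from the data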;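 further: 0% = DMSO-treated cells and 100% = wells with medium but no cells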
697 NFkB inh = lowers PMA/ionomycin-induced NF-kB signal in 697 B cells. 697 B-cell NF-kB luciferase reporter, 16 h. inhibition, % at 4 µM. 0.33% of 330,000 active; in the data active means inhibition above about 35%
UBC13 inh = blocks human UBC13 polyubiquitin chain formation; P61088; 0.47% of 330,000 active; inhibition, % at 20 µM; TR-FRET; in the data active means inhibition above about 45%, passing the limit was not always enough
CXCR6 inh = inhibitors of human CXCR6 receptor | O00574 | CHO-K1 PathHunter CXCR6 beta-arrestin, luminescence | inhibition, % at 20 µM | 0.36% of 360,000 active; in the data active means inhibition above about 34%, passing the limit was not always enough;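 further: antagonist mode with CXCL16 agonist at 10 nM final; 0% = 10 nM CXCL16 with DMSO and 100% = unstimulated wells without agonist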
Target sequence (O00574 whole entry, looked up): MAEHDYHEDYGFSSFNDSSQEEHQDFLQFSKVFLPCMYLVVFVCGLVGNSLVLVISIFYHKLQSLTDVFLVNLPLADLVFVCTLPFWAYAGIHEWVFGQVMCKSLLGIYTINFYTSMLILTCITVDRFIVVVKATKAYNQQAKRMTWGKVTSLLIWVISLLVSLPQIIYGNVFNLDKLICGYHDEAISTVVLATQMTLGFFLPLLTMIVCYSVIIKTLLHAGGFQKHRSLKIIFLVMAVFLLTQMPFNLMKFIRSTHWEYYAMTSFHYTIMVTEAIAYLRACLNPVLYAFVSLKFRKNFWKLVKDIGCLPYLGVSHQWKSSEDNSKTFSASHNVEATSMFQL
EBI2 block = antagonists of human EBI2 receptor; P32249; EBI2 beta-arrestin recruitment, luminescence, 7a,25-OHC stimulated; inhibition, % at 5 µM; 0.81% of 360,000 active; AID 651636; in the data active means inhibition above about 38%;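 further: enzyme fragment complementation signal reports receptor beta-arrestin coupling in cells; 0% = agonist plus DMSO wells and 100% = wells without agonist; some results beyond the cut were filed as inactive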
Target sequence (P32249 whole entry, looked up, the tested form may be a part): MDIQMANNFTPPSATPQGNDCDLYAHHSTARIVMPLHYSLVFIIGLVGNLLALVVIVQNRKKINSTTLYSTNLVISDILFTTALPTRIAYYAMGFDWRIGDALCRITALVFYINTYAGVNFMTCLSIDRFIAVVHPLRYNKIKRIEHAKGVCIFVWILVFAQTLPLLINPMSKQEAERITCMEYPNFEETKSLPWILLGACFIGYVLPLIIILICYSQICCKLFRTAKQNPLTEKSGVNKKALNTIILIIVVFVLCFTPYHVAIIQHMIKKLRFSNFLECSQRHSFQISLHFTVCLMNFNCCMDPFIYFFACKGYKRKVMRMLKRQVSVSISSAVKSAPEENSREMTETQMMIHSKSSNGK
CCR6 antagonist = blocks CCL20-driven beta-arrestin recruitment at human CCR6; P51684; CHO-K1 CCR6 PathHunter beta-arrestin, luminescence, CCL20-stimulated; inhibition, % at 20 µM; 0.49% of 340,000 active; AID 493098;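 active means compounds whose inhibition of the agonist-driven luminescence signal at 20 µM reaches about 50%, limit read from the data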;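 further: cells stimulated with CCL20 at 14 nM final; plate controls were DMSO with CCL20 for no effect and DMSO without agonist for full effect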
Target sequence (P51684 whole entry, looked up): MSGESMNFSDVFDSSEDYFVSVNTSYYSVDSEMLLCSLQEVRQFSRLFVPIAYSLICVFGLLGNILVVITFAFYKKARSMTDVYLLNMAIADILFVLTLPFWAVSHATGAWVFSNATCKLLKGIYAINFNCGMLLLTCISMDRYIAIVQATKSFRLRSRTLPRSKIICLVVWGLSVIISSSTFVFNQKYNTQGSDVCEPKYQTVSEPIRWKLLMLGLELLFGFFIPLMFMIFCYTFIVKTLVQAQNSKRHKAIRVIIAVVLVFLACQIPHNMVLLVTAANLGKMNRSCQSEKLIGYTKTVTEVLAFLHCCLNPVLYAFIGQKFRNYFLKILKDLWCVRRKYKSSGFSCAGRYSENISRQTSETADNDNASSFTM
APJ antag = APJ receptor antagonism | P35414 | CHO-K1 APJ beta-arrestin complementation, luminescence | inhibition, % at 20 µM | 0.32% of 330,000 active;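 active means inhibition above about 40% at 20 µM, limit read from the data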;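 further: cells challenged with 10 nM apelin-13 agonist together with compound; plate controls were apelin-13 plus DMSO wells for no effect and DMSO wells lacking apelin-13 for full effect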
The depositor's hits bear a star; x = not tested or not shown.

item	Compound	Jurkat NFkB inh	Gli-Sufu block	697 NFkB inh	UBC13 inh	CXCR6 inh	EBI2 block	CCR6 antagonist	APJ antag
1	COC(=O)c1cc(Cl)c(NC(=O)/C=C/c2ccc(OC)c(OC)c2)cc1OC	-4	1	2	45	0	8	12	-39
2	CC(=O)Nc1cc(C(C)C)c(O)c(C(C)C)c1	1	-18	-2	2	-14	-5	-9	7
3	COC(=O)c1cccc(CSc2nc(-c3ccccc3)c(C#N)c(=O)[nH]2)c1	-56	-2	-18	11	-4	8	7	10
4	CCN(CC)CCCNC(=S)N(CCO)Cc1cc2cc3c(cc2[nH]c1=O)OCO3	-7	-9	-8	2	2	8	3	-12
5	Cc1ccc(N=Nc2c(C)[nH]n(C(N)=S)c2=O)cc1	-94	3	-184	-33	21	16	26	6
6	O=C(CNS(=O)(=O)c1ccc(Cl)c(C(F)(F)F)c1)NC1CCCCCC1	-6	-2	17	2	-2	-11	-1	3
7	C#CCCOC(=O)N1C2=NC(C(=O)OC)=C(C(=O)OC)[C@@H]3Nc4ccccc4[C@]23C[C@H]1C(=O)OC	x	-1	x	x	-9	-3	-5	x
8	CSc1cccc(CN2CCC(Oc3ccc(C(=O)N4CCCCC4)cc3)CC2)c1	7	39	-8	11	-1	-2	17	-21
9	CCOc1ccc2oc(C(=O)N3CCCN(C)CC3)c(C)c2c1	-4	5	-2	16	5	3	0	4
10	Fc1ccc(Cn2cnc3ccccc32)cc1	10	4	4	1	-4	4	-5	11

Continued.
item	Compound	Jurkat NFkB inh	Gli-Sufu block	697 NFkB inh	UBC13 inh	CXCR6 inh	EBI2 block	CCR6 antagonist	APJ antag
11	O=C(c1ccco1)N1CCN(Cc2nnc(-c3cccc(Br)c3)o2)CC1	1	-5	-8	-4	8	-2	13	10
12	COc1ccc(C(=O)N/C(=C\c2cn(C)c3ccccc23)C(=O)OCCN(C)C)cc1	6	-5	7	10	2	1	11	13
13	Cc1cccc(NC(=S)NC(=O)c2cccs2)n1	-39	-18	-11	-12	16	2	25	38
14	Cc1cc(C)n(-c2ccc(C(=O)N3CCN(S(=O)(=O)c4cccc(Br)c4)CC3)cc2)n1	x	18	x	x	-4	44	3	x
15	O=c1[nH]nc(SCCS(=O)(=O)c2ccc(F)cc2)n1-c1ccccc1C(F)(F)F	17	-3	13	3	6	-4	3	10
16	CC(NC(=O)Nc1ncccn1)(C(F)(F)F)C(F)(F)F	0	-3	21	3	1	0	-8	13
17	COc1ccc(CNC(=O)C2CC(C)=C(C)CC2C(=O)O)cc1 (centres undefined)	1	-1	6	-2	2	-9	8	17
18	CCOC(=O)c1[nH]c2ccc(Br)cc2c1NC(=O)CCN1CCC(C)CC1	-6	2	1	1	7	4	18	-3
19	COc1cc2nc(Cl)nc(N3CCCCC3)c2cc1OC	3	-7	-4	15	5	-1	5	1
20	COc1ccc(Cl)cc1C(=O)NCc1cnn(C)c1C	-7	6	7	3	-10	-3	-1	6

Carrying on.
item	Compound	Jurkat NFkB inh	Gli-Sufu block	697 NFkB inh	UBC13 inh	CXCR6 inh	EBI2 block	CCR6 antagonist	APJ antag
21	COC(=O)c1sc(NC(=O)c2cnccn2)c(C(=O)OC)c1C	-6	7	-7	-12	x	x	6	15
22	O=C(NC1CCCCCCC1)c1cccs1	-18	-35	-17	-12	10	7	16	-4
23	COC(=O)c1cc(/C=C/c2ccccc2)on1	-8	-7	-3	-7	-21	3	-28	-14
24	Oc1ccc(N=Nc2ccc3ccccc3c2)cc1	-122	-90	-400	-9	19	20	33	26
25	COc1ccccc1CCC(=O)OCC(=O)N1CCN(S(=O)(=O)c2ccc(C)cc2C)CC1	3	-10	-1	-2	0	-13	18	-5
26	CCC1(CC)C(=O)Nc2ccccc21	0	2	-8	-11	1	1	3	-67
27	O=C(c1ccccc1)N1CCC2(CC1)NCCc1[nH]cnc12	5	3	4	-5	-14	-4	10	13
28	N#Cc1cccc(CN2CCC(=O)N([C@H](CO)Cc3ccccc3)CC2)c1	-2	-2	11	-1	9	-18	-3	12
29	Cc1cc(C)cc(NC(=O)CN2CCN(CCN=CC3=C(O)CC(C)(C)CC3=O)CC2)c1	0	13	20	-7	-5	-1	-10	10
30	Cc1ccc(C(=O)N/C(=C/c2ccc(-c3ccc([N+](=O)[O-])cc3)o2)C(=O)NCCCN(C)C)cc1	46	3	-11	0	-20	0	16	3

Continued:
item	Compound	Jurkat NFkB inh	Gli-Sufu block	697 NFkB inh	UBC13 inh	CXCR6 inh	EBI2 block	CCR6 antagonist	APJ antag
31	O=C(NCc1cc(F)ccc1F)C1CCC(=O)N(C2CCCCCC2)C1 (centres undefined)	-38	-9	-45	0	-1	2	8	19
32	CCOc1cccc(C(=O)NC2CCCCC2)c1	-39	-41	-34	2	-5	1	-2	9
33	O=C(CSc1ccc2c(c1)OCCO2)NC(=O)NC1CCCC1	-8	3	-14	6	-3	-4	-34	9
34	Cc1cccc(NC(=S)N2CCN(c3ccccc3)CC2)c1	21	2	-2	5	-6	-4	2	-7
35	Cc1c(O)ccc2c(CN3CCN(CCO)CC3)cc(=O)oc12	-2	5	5	4	-4	3	-8	17
36	Fc1cccc(NC(=S)Nc2cccnc2)c1	7	1	7	1	6	5	1	8
37	CCOC(=O)c1nc(C)nc(Sc2n[nH]c(-c3ccccc3)n2)c1C	-5	-1	-5	-3	-3	1	5	15
38	COCCNC(=O)C(c1ccncc1)N(Cc1ccccc1)C(=O)Cn1nnc2ccccc21 (centres undefined)	-35	7	-35	0	-4	-12	5	13
39	O=C1c2cccc3cccc(c23)C(=O)N1CCN1CCN(CC(O)COc2ccc3ccccc3c2)CC1 (centres undefined)	-2	30	-20	105*	-2	49*	-1	10
40	O=C(CSc1nnc2scc(-c3ccc(Cl)cc3)n12)NCc1ccco1	-2	4	5	8	8	9	10	7

Eleven structures already listed, sorted by molecular weight, lowest first:
item	Compound	Jurkat NFkB inh	Gli-Sufu block	697 NFkB inh	UBC13 inh	CXCR6 inh	EBI2 block	CCR6 antagonist	APJ antag
36	Fc1cccc(NC(=S)Nc2cccnc2)c1	7	1	7	1	6	5	1	8
27	O=C(c1ccccc1)N1CCC2(CC1)NCCc1[nH]cnc12	5	3	4	-5	-14	-4	10	13
34	Cc1cccc(NC(=S)N2CCN(c3ccccc3)CC2)c1	21	2	-2	5	-6	-4	2	-7
35	Cc1c(O)ccc2c(CN3CCN(CCO)CC3)cc(=O)oc12	-2	5	5	4	-4	3	-8	17
33	O=C(CSc1ccc2c(c1)OCCO2)NC(=O)NC1CCCC1	-8	3	-14	6	-3	-4	-34	9
37	CCOC(=O)c1nc(C)nc(Sc2n[nH]c(-c3ccccc3)n2)c1C	-5	-1	-5	-3	-3	1	5	15
28	N#Cc1cccc(CN2CCC(=O)N([C@H](CO)Cc3ccccc3)CC2)c1	-2	-2	11	-1	9	-18	-3	12
31	O=C(NCc1cc(F)ccc1F)C1CCC(=O)N(C2CCCCCC2)C1 (centres undefined)	-38	-9	-45	0	-1	2	8	19
29	Cc1cc(C)cc(NC(=O)CN2CCN(CCN=CC3=C(O)CC(C)(C)CC3=O)CC2)c1	0	13	20	-7	-5	-1	-10	10
38	COCCNC(=O)C(c1ccncc1)N(Cc1ccccc1)C(=O)Cn1nnc2ccccc21 (centres undefined)	-35	7	-35	0	-4	-12	5	13
30	Cc1ccc(C(=O)N/C(=C/c2ccc(-c3ccc([N+](=O)[O-])cc3)o2)C(=O)NCCCN(C)C)cc1	46	3	-11	0	-20	0	16	3

Ordered by molar mass (highest first): some entries from above.
item	Compound	Jurkat NFkB inh	Gli-Sufu block	697 NFkB inh	UBC13 inh	CXCR6 inh	EBI2 block	CCR6 antagonist	APJ antag
31	O=C(NCc1cc(F)ccc1F)C1CCC(=O)N(C2CCCCCC2)C1 (centres undefined)	-38	-9	-45	0	-1	2	8	19
33	O=C(CSc1ccc2c(c1)OCCO2)NC(=O)NC1CCCC1	-8	3	-14	6	-3	-4	-34	9
32	CCOc1cccc(C(=O)NC2CCCCC2)c1	-39	-41	-34	2	-5	1	-2	9

Next section
item	Compound	Jurkat NFkB inh	Gli-Sufu block	697 NFkB inh	UBC13 inh	CXCR6 inh	EBI2 block	CCR6 antagonist	APJ antag
41	CCOc1cc(N2CCOCC2)c(OCC)cc1NC(=O)CCS(=O)(=O)c1ccc(Cl)cc1	-8	3	-14	-11	-9	12	-12	-8
42	CCC(=O)NCc1c(C)c(C)n(Cc2ccccc2)c1-n1cccc1	8	8	-9	-5	6	-12	15	13
43	CCCCN1CCNC[C@@H]1c1ccccc1	-6	-2	9	13	1	-10	-1	-1
44	CC1CCN(c2ccccc2NC(=O)c2cc3ccccc3o2)CC1	17	-8	-14	-13	3	9	22	13
45	N#CCN(C(=O)COC(=O)CCCNC(=O)c1ccc(Cl)cc1)c1ccccc1	9	-8	14	-1	3	6	11	23
46	O=C(N/N=C/c1ccco1)c1ccc(C(=O)N/N=C/c2ccco2)o1	0	-21	22	-9	8	-9	9	-13
47	CNC(C)C#Cc1c(-c2cc(OC)c(OC)c(OC)c2)noc1C (centres undefined)	-3	-22	8	9	7	-8	3	24
48	CN(C)C1=NCCN1CCCC1CCCC1	5	7	2	1	2	9	6	16
49	CCCn1c(SCC(=O)NC(C)(C)C)nnc1C(C)C	-1	-2	-20	-2	2	-13	-1	12
50	Cc1cccc(NCc2ccccc2O)c1C	0	0	-7	1	-5	-3	15	-10

Other records follow.
item	Compound	Jurkat NFkB inh	Gli-Sufu block	697 NFkB inh	UBC13 inh	CXCR6 inh	EBI2 block	CCR6 antagonist	APJ antag
51	COc1ccccc1OCC(=O)Nc1ccc(O)cc1C(=O)O	-2	3	-9	-2	2	-3	-1	4
52	O=C(/C=C/c1ccc(S(=O)(=O)N2CCOCC2)cc1)N1CCCCC1	9	-7	-10	-2	-9	11	10	16
53	O=C(NCc1n[nH]c(=S)n1-c1ccc([N+](=O)[O-])cc1)c1ccc(S(=O)(=O)N2CCOCC2)cc1	11	17	19	-8	-6	-1	8	-1
54	O=C(CC(C(=O)O)c1ccc(Cl)cc1)c1ccc(Cl)c(Cl)c1 (centres undefined)	-12	-16	-1	-1	-5	8	9	-12
55	Cn1cc(C(c2ccccn2)c2cn(C)c3ccccc23)c2ccccc21	0	6	-9	0	11	21	18	14
56	COC(=O)c1ccc(C2c3c(oc4ccc(Cl)cc4c3=O)C(=O)N2CCN2CCOCC2)cc1 (centres undefined)	7	-16	16	1	5	-8	-8	6
57	CCCCCCCCn1c2c(c(=N)c3ccccc31)CCC2	99*	91*	26	29	-5	10	9	36
58	O=C1NC2(CCCCCCC2)C(=O)N1Cc1ccc(F)cc1	0	7	-2	1	1	5	11	-13
59	CCOc1ccc(N(CC(=O)NCCSCc2ccco2)S(=O)(=O)c2ccc(F)cc2)cc1	12	9	3	6	11	15	14	1
60	COc1cc(NCCCNC(C)C)c2nccc(C)c2c1	x	16	x	x	-11	-31	-15	x

Next section
item	Compound	Jurkat NFkB inh	Gli-Sufu block	697 NFkB inh	UBC13 inh	CXCR6 inh	EBI2 block	CCR6 antagonist	APJ antag
61	C/C(=N\NC(=O)c1cc(Cl)ccc1O)c1ccc(Br)s1	-62	-57	-138	16	1	2	16	3
62	CC(C)n1c(SCC(=O)Nc2ccccc2N2CCOCC2)nc2c1c(=O)n(C)c(=O)n2C	-2	10	-3	9	8	-5	-8	2
63	C=CCc1cc(C(=O)N2CCCCC2)ccc1O	-2	-7	-26	-3	-4	-4	-13	-6
64	COc1ccc(N(Cc2cc(=O)[nH]c3ccccc23)C(C)=O)cc1	11	0	19	1	7	7	-2	1
65	C=CCNC(=O)c1ccccc1NC(=O)C1COc2ccccc2O1 (centres undefined)	-2	0	-17	6	10	-3	5	0
66	Cc1ccc(C(=O)N2CCN(S(=O)(=O)c3ccc(C)c([N+](=O)[O-])c3)C2)cc1	22	6	18	7	3	3	3	16
67	Cc1ccc(Nc2nc(-c3c(C)n(C)n(-c4ccccc4)c3=O)c(C)s2)cc1	15	1	0	0	11	8	-12	-2
68	Cc1ccc(C(C)C)c(OCC(=O)OCc2c(C)noc2C)c1	2	1	6	4	4	5	13	0
69	Cc1ccc2c(c1)c1cccc3c1n2CCN3CCC(N)=O	-14	1	13	-1	4	2	-8	-17
70	Cc1cccc(NC(=S)NCCc2ccc(S(N)(=O)=O)cc2)c1C	-1	-8	18	2	-2	-5	6	14
71	COc1ccc(C(C)=O)cc1COC(=O)Cc1n[nH]c(=O)c2ccccc12	-3	1	-5	1	0	-12	-17	10

Source: PubChem (Sanford-Burnham Center for Chemical Genomics)

Hits appear at their usual frequency; any-hit rate near 3%.
